Source: PubChem
LDHA block – inhibitors of human lactate dehydrogenase A; P00338; purified LDHA, NADH/diaphorase-resazurin fluorescence; stronger effect = lower value; activity change, % (values are at about 110 or 230 µM); hit rate 0.15% among 480,000; AID 1347041; in the data active = activity change below about -30%; inconclusive = mostly about -25% to -30%;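 also: plate controls were DMSO wells for no effect and wells without enzyme for full effect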
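Resorufin fluorescence (ex540/em590), read at 0 and 20 min after diaphorase/resazurin addition, reports the NADH left after a 5 min room-temperature reaction of 2 nM human LDH5 with 0.06 mM NADH and 0.2 mM pyruvate.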
GRP78 ERSR act – induces the endoplasmic reticulum stress response in human glioma cells; Potency, µM, inactives show at the highest dose activation, actives largely listed as activators; U87-MG GRP78 promoter luciferase reporter, 16 h; hit rate 0.02% among 420,000; also: potency is read from the fitted curve at half-maximal effect; series mostly up to about 76 µM; % of control where 0% means no effect; nearly all actives have a fitted effect of over 35% in size
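Stably transfected U87-MG glioma cells carrying a GRP78-based luciferase sensor; 16 h compound incubation. Luminescence end-point read 10 min after Bright-Glo addition at room temperature.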
D2 PAM – D2 dopamine receptor (human) potentiation | HEK293 T-REx D2, calcium flux, EC20 dopamine potentiation | hit rate 0.34% among 340,000 | potentiation, % at 10 µM;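 active = potentiation over 3 SD above the plate norm, cut at about 30% in these data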; also: 0% is about no effect
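Primary screen. Calcium kinetics in induced HEK293 T-REx D2 cells: compound pre-addition 180 s, EC20 dopamine, 180 s more.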
RXFP1 agonist – activates the human relaxin receptor RXFP1; HEK293T-RXFP1 cAMP TR-FRET, 30 min; response scale: percent of porcine relaxin response, buffer zero; hit rate 0.3% among 370,000; Potency, µM (titrated, usually from 57.5 µM), without a hit: at the top dose activation, hits mostly activators; also: potency is read from the fitted curve at half-maximal effect; % is scaled to controls: 0 for no effect and ±100 for the full control effect; nearly all actives have a fitted effect of over 60% in size; many of its hits are not listed in these tables
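HEK293 cells stably expressing RXFP1, treated 30 min at 37C with compounds plus PDE4 inhibitor Ro 20174; cAMP measured by HTRF TR-FRET. Normalized to buffer and 29 nM porcine relaxin; EC50 by Hill fit.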
D1 antagonist – blocks dopamine activation of the human D1 receptor; AID 504652; hit rate 3.2% among 360,000; HEK293 TREx D1 cells, calcium flux, dopamine EC80; stronger effect = lower value; P21728; activity change, negative = inhibition, % at 10 µM; in the data active = activity change below about -30%; also: % is scaled to controls: 0 for no effect and ±100 for the full control effect
Target sequence (P21728 whole entry, looked up): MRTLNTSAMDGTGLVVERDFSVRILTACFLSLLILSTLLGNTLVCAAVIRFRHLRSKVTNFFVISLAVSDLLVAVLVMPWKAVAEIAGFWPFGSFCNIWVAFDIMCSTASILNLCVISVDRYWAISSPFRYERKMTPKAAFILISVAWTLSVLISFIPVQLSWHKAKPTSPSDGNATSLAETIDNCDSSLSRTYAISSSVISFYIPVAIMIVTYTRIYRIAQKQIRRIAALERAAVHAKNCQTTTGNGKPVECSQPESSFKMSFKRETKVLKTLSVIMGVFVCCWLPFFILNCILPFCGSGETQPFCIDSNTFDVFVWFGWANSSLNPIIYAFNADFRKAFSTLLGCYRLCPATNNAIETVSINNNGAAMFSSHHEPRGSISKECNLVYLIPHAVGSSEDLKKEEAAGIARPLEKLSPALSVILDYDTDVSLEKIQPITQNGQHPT
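HEK293 T-REx cells expressing inducible, force-coupled D1 receptor; no-wash Ca dye, 30–90 min RT. Cmpd → 180 s read at 1 Hz → EC80 DA → 180 s read.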
D1 agonist – activates the human D1 dopamine receptor | P21728 | HEK293 T-REx D1 cells, calcium flux, agonist mode | activation, % at 2 µM | hit rate 1% among 360,000; in the data active = activation above about 30%; also: 0% is about no effect
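Agonism was scored from calcium flux recorded over 180 s (1 read/s) after pintool compound addition, following a 10-cycle baseline. Cells were inducible force-coupled HEK293 TREx D1, plated overnight at 30 C and loaded with no-wash calcium dye.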
D1 PAM – enhances dopamine response at the human D1 receptor; P21728; HEK293 TREx D1 cells, calcium flux, dopamine EC20 potentiation; potentiation, % at 10 µM; hit rate 0.036% among 360,000; AID 504651; in the data active = potentiation above about 30%; also: 0% is about no effect
Vif-A3F inh – Vif-A3F binding inhibition | Potency, µM (series often up to 46.1 µM), for inactives: top-dose activity, negative = active | HeLa A3F-eYFP + Vif (tagged APOBEC3F with the HIV-1 protein that degrades it), YFP fluorescence increase | hit rate 0.2% among 390,000; also: potency is read from the fitted curve at half-maximal effect; % of control where 0% means no effect; nearly all actives have a fitted effect of over 65% in size
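HeLa cells stably expressing A3F-eYFP plus Vif, plated and incubated overnight at 37 deg C, then exposed to compounds overnight at 37 deg C. Blocked degradation read as raised yellow fluorescence (Ex 488/Em 500-530).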
Vif-APOBEC3G blk – Vif-A3G binding inhibition; Q9HC16; HeLa A3G-eYFP + Vif (tagged APOBEC3G with the HIV-1 protein that degrades it), YFP fluorescence, overnight; Potency, µM (highest dose often 46.1 µM), without a hit: at the top dose activity, negative = active, hits mostly inhibitors; hit rate 0.076% among 410,000;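 also: potency is read from the fitted curve at half-maximal effect; % is scaled to controls: 0 for no effect and ±100 for the full control effect; nearly all actives have a fitted effect of over 60% in size; hits raise eYFP signal because A3G escapes Vif-driven loss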
Target sequence (Q9HC16 whole entry, looked up): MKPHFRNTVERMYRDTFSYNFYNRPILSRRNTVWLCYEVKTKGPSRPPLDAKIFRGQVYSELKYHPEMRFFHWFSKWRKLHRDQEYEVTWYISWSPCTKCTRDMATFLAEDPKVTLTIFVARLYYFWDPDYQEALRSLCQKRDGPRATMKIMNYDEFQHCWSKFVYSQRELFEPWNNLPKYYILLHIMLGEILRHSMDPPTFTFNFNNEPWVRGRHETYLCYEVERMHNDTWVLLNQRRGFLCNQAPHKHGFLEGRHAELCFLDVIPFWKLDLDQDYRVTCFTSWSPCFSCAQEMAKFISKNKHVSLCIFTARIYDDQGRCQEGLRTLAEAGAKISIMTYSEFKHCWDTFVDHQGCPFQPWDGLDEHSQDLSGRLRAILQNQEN
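HeLa cells stably expressing Vif and C-terminally eYFP-tagged A3G, seeded overnight at 37 deg C, then exposed to compound by pintool overnight at 37 deg C. Rise in yellow fluorescence (Ex 488/Em 500-530, Acumen) marks blocked Vif-driven A3G degradation.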
An asterisk follows results filed as active; ? = inconclusive; . = no result given; & = joins results of further samples. Unless noted, calls follow the shape of the dose curve; as a rule, active = well fitted curve in the direction sought with a large enough effect; inconclusive = small, poorly fitted or top-dose-only effect, or another doubt; inactive = no such curve, though single readings can be large; an effect the other way counts as inactive or inconclusive. An excerpt, so the mix of outcomes need not match the whole.

canonical_smiles,LDHA block,Vif-A3F inh,RXFP1 agonist,Vif-APOBEC3G blk,D2 PAM,GRP78 ERSR act,D1 antagonist,D1 agonist,D1 PAM
CCC(C)c1ccccc1N1CC(C(=O)NCCC2=CCCCC2)CC1=O (centres undefined),2,1%,-0.3%,-2%,2,-10%,-19,14,.
CCc1ccc(-c2cc(C(=O)NN3CCOCC3)c3ccccc3n2)cc1,-6,2%,1.1%,-8%,-2,4%,10,0,0
CCOc1cc(C(=O)Nc2ccc(-c3cn4cccnc4n3)cc2)cc(OCC)c1OCC,-5,-17%,8.4%,-27%,-26,15%,-2,1,2
COCCNC(=O)c1cn(C)c2ccc(S(=O)(=O)N3CCCC3)cc2c1=O,0,5%,4.9%,2%,8,1%,-31*,4,1
CCCC(=O)Nc1ccc(S(=O)(=O)Nc2cc(C)nc(C)n2)cc1,0,-10%,0.5%,2%,9,-6%,15,3,-2
COc1ccc(Cn2c(C)nnc2-c2cnn(C)c2N)cc1OC,-3,8%,-0.8%,4%,8,-2%,4,1,-4
COc1ccc(/C=C2\SC(=O)N(CCNC(=O)C3CC4C=CC3C4)C2=O)cc1 (centres undefined),-3,11%,1.9%,1%,5,3%,1,5,-7
COc1cccc(CNc2ccccc2O)c1OCc1ccccc1F,17,-4%,0.8%,?,8,1%,-6,0,17
CC1CCCC(NC(=O)CN2C(=O)NC(C)(c3ccccc3)C2=O)C1C (centres undefined),-9,-21%,0.1%,0%,.,-2%,0,6,-4
Cc1cccc(NC(=O)C(CCC(N)=O)NC(=O)OCc2ccccc2)c1 (centres undefined),-14,0%,2.6%,-1%,.,0%,-3,1,-9
Cc1ccc2onc(CNC(=O)NCc3ccccc3)c2c1,-2,0%,0.9%,0%,1,1%,-6,1,-3
Cc1ccc(S(=O)(=O)Nc2ccccc2N2CCCCC2)cc1,-1,-9%,.,7%,.,-6%,.,.,.
COC(C[C@H]1O[C@H]1C(=O)[C@@H](C)OCc1ccccc1)OC,1,0%,.,5%,.,-1%,.,.,.
Oc1ccc(Br)cc1-c1cc(-c2ccccc2)n[nH]1,-3,1%,2.9%,-1%,-14,4%,-5,1,3
CC(C)CC1NC(=O)N(CC(=O)Nc2cccc(Br)c2)C1=O (centres undefined),-9,-8%,-0.7%,-8%,-12,-2%,-39*,-2,-6
CCCNC(=O)Nc1ccc2c(c1)nc(C)n2C,-8,-2%,0.3%,1%,10,2%,6,0,-5
CC1(C2CC2)NC(=O)N(CC(=O)N2CCN(c3ccccc3F)CC2)C1=O (centres undefined),-4,-6%,.,2%,.,8%,.,.,.
O=C1CN(C(=O)c2ccccc2C(=O)O)c2ccccc2N1,-3,9%,-0.3%,0%,0,0%,14,0,-1
COc1ccc(NC(=O)/C=C/c2cc(OC)c(OC)c(OC)c2)cn1,1,-1%,-0.3%,4%,4,-2%,-12,2,-6
CCn1c(C)nc2cc(C(=O)NNC(=S)Nc3ccc(Cl)cc3Cl)ccc21,-7,-7%,0.0%,-2%,0,-1%,25,1,2

2 entries from above, with two lines to a compound:
Values run as follows: LDHA block	Vif-A3F inh	RXFP1 agonist	Vif-APOBEC3G blk	D2 PAM	GRP78 ERSR act	D1 antagonist	D1 agonist	D1 PAM
- Cc1ccc(S(=O)(=O)Nc2ccccc2N2CCCCC2)cc1
 : -1	-9%	.	7%	.	-6%	.	.	.
- COC(C[C@H]1O[C@H]1C(=O)[C@@H](C)OCc1ccccc1)OC
 : 1	0%	.	5%	.	-1%	.	.	.

Next entries follow:
canonical_smiles,LDHA block,Vif-A3F inh,RXFP1 agonist,Vif-APOBEC3G blk,D2 PAM,GRP78 ERSR act,D1 antagonist,D1 agonist,D1 PAM
CC(=O)NC1CCN(CC(=O)Nc2nccs2)CC1,-4,1%,-4.0%,-2%,7,0%,33,-2,1
CCOc1ccc(C2CC(c3cccc(OC)c3)n3nc(N)nc3N2)cc1 (centres undefined),-5,0%,1.6%,1%,3,-1%,18,-1,1
C=CCC(CC=C)(CNC(=O)C(=O)Nc1cc(C)ccc1OC)c1ccc(OC)c(OC)c1,-1,0%,-4.7%,-5%,18,-5%,-1,10,0
COC(=O)CCCCC1SCC2NC(=O)NC21 (centres undefined),-7,11%,4.4%,-5%,6,-1%,5,4,-2
COc1cc2c(cc1OC)C(c1cccs1)CC(=O)N2 (centres undefined),0,-2%,0.6%,-3%,13,1%,7,0,-3
COCCN1C(=O)N[C@@H](c2ccccc2)C(C(C)=O)=C1C,-9,4%,0.2%,-3%,.,-1%,20,3,-1
CCc1ccc(N2CC(C(=O)N3CCN(S(=O)(=O)c4cccc(F)c4)CC3)CC2=O)cc1 (centres undefined),-4,0%,.,0%,.,-2%,.,.,.
O=C(Cn1cc(C(F)(F)F)cc(Cl)c1=O)Nc1cc(Cl)cc(Cl)c1,-6,-1%,12%,3%,-7,2%,-1,4,-2
Cc1ccc(-c2csc(NC(=O)CCNC(=O)c3ccco3)n2)cc1,-1,1%,-0.3%,-1%,8,3%,3,-5,2
Cc1ccc(C)c(NC(=O)CCCN2C(=O)C(c3ccccc3)Oc3cccnc32)c1 (centres undefined),-7,-4%,?,?,3,-1%,0,5,-4
COC(=O)c1c(NC(=O)CC2Sc3ccc(C(F)(F)F)cc3NC2=O)sc(C)c1C (centres undefined),-8,-19%,1.9%,1%,2,-3%,-14,0,-11
COc1ccc(-n2c(SCC(=O)N3CCc4ccccc43)nc3c([nH]c4ccccc43)c2=O)cc1,-1,-6%,1.6%,0%,12,-1%,5,1,-5
O=C(CSc1nc(-c2ccco2)cc(C(F)(F)F)n1)Nc1ccc2c(c1)OCO2,-2,-21%,0.1%,?,-9,-1%,-9,1,1
COc1ccc(NC(=O)CN2C(=O)c3ccccc3Sc3ccc(C(=O)N4CCOCC4)cc32)c(OC)c1,3&9,-24%&2%,0.1%&-1.2%,2%&-2%,5&-5,-1%&-2%,-18&-20,-3&-1,5&-4
CC(C)c1ccc(Cn2c(COc3ccccc3)nc3ccccc32)cc1,-2,0%,-0.8%,4%,3,0%,0,33*,-2
CCC(=O)c1ccccc1OCC(=O)Nc1c(C)cccc1C,-7,3%,3.0%,2%,-2,-1%,-2,1,0
COc1cc2c(cc1OC)[C@@H](NC(=O)CCC1CCCCC1)[C@H](O)C2,2,0%,.,0%,.,-2%,.,.,.
Cc1ccccc1NC1=NC2(CCCC2)N=C(N)N1,-1,4%,-1.1%,1%,1,-3%,-14,3,-9
O=C(CN(Cc1ccc(F)cc1)C(=O)CCC(=O)Nc1nccs1)NCc1ccc(F)cc1,-3,2%,0.5%,0%,4,-3%,4,4,-6
Cc1cc(C)cc(NC(=S)NCC2CCCO2)c1 (centres undefined),-2,-1%,1.0%,-2%,-6,4%,-6,1,0
O=C(NCCO)c1c(O)c2cccc3c2n(c1=O)CC3,4,-6%,4.5%,8%,1,2%,0,-1,2
Cc1ccc(N2N=C(C(=O)O)CCC2=O)cc1Cl,-2,-1%,2.2%,-2%,4,-9%,5,0,-1
CCCCCNCc1ccc(OCc2ccc(Cl)nc2)c(OC)c1,-6,-2%,-0.3%,1%,-4,0%,-11,16,-5
CCCC(=O)N(c1ccc(C(=O)O)cc1)c1nc(-c2ccccc2)c(C)s1,-3,1%,-2.8%,-1%,7,0%,4,1,4
C[C@H]1CN([C@@H](C)CO)C(=O)CCCn2nncc2CO[C@H]1CN(C)S(=O)(=O)c1cccs1,-8,4%,.,-5%,.,-4%,.,.,.
Cc1cccc(N2CCN(C3=NC(=O)C(Cc4ccccc4)S3)CC2)c1 (centres undefined),-2,2%,-0.1%,2%,1,-4%,-13,5,3
C/C(CCC(=O)OC[C@H]1O[C@H](C#Cc2ccccc2)C=C[C@@H]1Oc1ccc(C)cc1)=N\O[C@@H](C)CN1CCCCc2nc(C)c(C)cc21,.,.,2.3%,.,1,.,22,0,-4
CC1(NC(=S)Nc2ccccc2)CCS(=O)(=O)C1 (centres undefined),-6,9%,-1.2%,0%,-16,-4%,-7,5,1
Cc1cc(Br)ccc1NC(=O)CCN1C(=O)c2ccncc2C1=O,-5,-9%,1.6%,4%,-15,0%,38,-4,0
COc1ccc(CCN(C)CCCN2CC(c3ccccc3)CC2=O)cc1OC (centres undefined),-4,-11%,-2.0%,-7%,-11,-2%,-39*,2,-7
CC1CCC2(CC1)NC(=O)N(Cc1cccc(C(F)(F)F)c1)C2=O (centres undefined),7,2%,-0.2%,-2%,0,1%,-12,3,-5
O=C(COC(=O)c1cc(Cl)cc(Cl)c1)NCc1ccco1,-14,2%,.,-4%,.,-6%,.,.,.
CCOC(=O)c1cc(NC(=O)N(CC)C2CCCCC2)c(C)nc1C,3,1%,-1.3%,-1%,-6,10%,-6,5,0
COC(=O)CSc1nnc(-c2ccncc2)o1,-2,-3%,-1.3%,0%,10,-3%,5,4,-7
COc1ccc(-c2nn(-c3ccccc3)cc2C(=O)N2CCN(S(=O)(=O)c3ccccc3[N+](=O)[O-])CC2)cc1,-2,-2%,.,0%,.,-2%,.,.,.
N#Cc1c(-c2ccccc2)nc(SCc2cccc(Cl)c2)[nH]c1=O,-7,5%,18%,1%,0,-2%,-3,1,6
Cc1ccc(S(=O)(=O)c2nc(-c3ccco3)oc2SCc2ccc(F)cc2)cc1,-1,-4%,-1.8%,-1%,-19,-5%,-3,17,1
CSc1nc(C)c(CCOC(=O)c2ccccc2)c(=O)[nH]1,-2,1%,-2.5%,-1%,.,1%,.,.,.
Clc1ccc(Cn2c(-c3cccnc3Cl)nc3ccccc32)cc1,2,-2%,1.7%,-7%,1,-3%,-45*,2,-7
COc1ccccc1OCC(=O)NNC(=O)CSC(=S)N1CCCC1,-14,-4%,-2.2%,3%,5,-4%,-10,0,-9
O=C(c1cccc2ccccc12)N1CCCCC1,0,-2%,1.0%,-6%,0,-6%,10,3,2
